# OX1R antag-1: human HCRTR1 antagonism; 330,000 compounds, 0.43% hits; O43613; CHO/OX1R cells, Fluo-8 calcium fluorescence, orexin A; AID 434989; inhibition, % at 5 µM;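 active means inhibition above its plate's threshold, mean inhibition of all tested compounds on the plate plus 3 SD, cut at about 37% in these data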;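 further: 0% = orexin A challenge wells and 100% = SB-334867-A antagonist wells; not every result past the cut was called active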
# Target sequence (O43613 whole entry, looked up): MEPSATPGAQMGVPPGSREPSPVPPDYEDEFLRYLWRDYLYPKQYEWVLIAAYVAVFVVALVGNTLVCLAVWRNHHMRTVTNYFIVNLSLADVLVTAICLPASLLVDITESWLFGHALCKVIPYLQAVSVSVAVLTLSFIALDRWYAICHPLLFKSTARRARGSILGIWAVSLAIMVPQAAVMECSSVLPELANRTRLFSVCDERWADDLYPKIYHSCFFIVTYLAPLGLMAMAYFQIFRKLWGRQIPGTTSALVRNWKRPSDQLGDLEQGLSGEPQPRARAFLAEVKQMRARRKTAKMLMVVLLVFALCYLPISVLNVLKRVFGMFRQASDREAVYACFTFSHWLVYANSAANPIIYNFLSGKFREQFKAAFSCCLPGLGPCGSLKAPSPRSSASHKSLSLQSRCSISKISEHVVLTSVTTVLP
# OX1R antag-2: OX1R (human) antagonism. O43613. OX1R-expressing cells, FRET antagonist read-out. inhibition, % at 6.6 µM. 330,000 compounds, 1.8% hits. AID 485270; in the data active means inhibition mostly above about 38%, no sharp cut-off; inactive means mostly below about 40%;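 further: 0% = agonist challenge alone and 100% = reference antagonist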
# * hit, by the source's call.
# Each structure is followed by: OX1R antag-1, OX1R antag-2
> CCOC(=O)c1cccc(NC(=O)C(NS(=O)(=O)c2ccc3c(c2)CCN3C(C)=O)C(C)C)c1 (configuration not stated)
→ -31, 12
> CCSc1nnc2c(n1)OC(c1ccc(C(=O)O)cc1)N(C(C)=O)c1ccccc1-2 (configuration not stated)
→ -9, 32
> CN1CCN(Cc2nnc(-c3ccccc3)o2)CC1
→ 1, -1
> CCC(c1nnc(SCC(=O)Nc2cccc(S(N)(=O)=O)c2)n1Cc1ccccc1)N(C)C (configuration not stated)
→ -15, 12
> CCOc1ccc(C2CC(c3cccc(OC)c3OC)n3nnnc3N2)cc1Cl (configuration not stated)
→ -18, 8
> Cc1nc2ccc(NC(=O)CCC3CCCC3)cc2s1
→ -30, 11
> Cc1ccc(C(=O)Nc2ccc(S(=O)(=O)NCc3ccco3)cc2)cc1
→ 7, 11
> CCn1c(SCC(=O)Nc2ccc(N3CCOCC3)cc2)nnc1-c1ccncc1
→ -16, 11
> O=C(CCN1C(=O)COc2ccccc21)NCc1cccnc1
→ 2, 2
> Cc1cccc(-n2c(SCC(N)=O)nnc2-c2ccccn2)c1C
→ -18, 13
> O=C(NCCc1ccccc1Cl)C1CCC(=O)N(Cc2cccc(C(F)(F)F)c2)C1 (configuration not stated)
→ -22, 21
> COc1ccc(/C=C/C(=O)c2cc(Cl)ccc2O)c(OC)c1
→ -25, 18
> O=C(NC1CCCC1)C(=O)N(c1ccccc1F)C(C(=O)NCC1CCCO1)c1cccs1 (configuration not stated)
→ -21, 15
> CCN(CC)S(=O)(=O)c1ccc(N2CCOCC2)c(NC(=O)c2ccco2)c1
→ -15, 6
> COc1cccc(CN2C(=O)C3CCCN3c3ccc(S(=O)(=O)N4CCOCC4)cc32)c1 (configuration not stated)
→ -27, 9
> Cc1cccc(NC(=O)CSc2ncnc3sc(C)cc23)c1
→ -26, 22
> O=C(C1CCCN(Cc2nc(-c3cccs3)no2)C1)N1CCOCC1 (configuration not stated)
→ -15, 20
> O=C(Cc1cccs1)NCc1cccc(C(F)(F)F)c1
→ -14, -2
> O=C1C(Cc2ccccc2)Nc2ncnc(N3CCCCC3)c2N1Cc1ccc(Br)cc1 (configuration not stated)
→ -28, 9
> O=C(COC(=O)CNC(=O)c1ccccc1F)Nc1ccc2c(c1)OCO2
→ -15, 5
> CCS(=O)(=O)N1Cc2ccccc2CC1C(=O)Nc1ccc(OC)cc1OC (configuration not stated)
→ -8, 4
> COc1cc2c(cc1OC)C(NC(=O)c1ccc(C)cc1)CC2=O (configuration not stated)
→ -6, 10
> CCOC(=O)C1=C(C)N=c2s/c(=C/c3ccco3)c(=O)n2C1c1cccc(OC)c1 (configuration not stated)
→ -19, 13
> CCOc1ccc(N2C(=O)CC(N(CCc3ccc(OC)c(OC)c3)C(=O)/C=C/C(=O)O)C2=O)cc1 (configuration not stated)
→ -5, 4
> COc1ccccc1CNC(=O)CCCNS(=O)(=O)c1cccc2nsnc12
→ -36, 35
> Cc1nc2ccccc2cc1C(=O)N/N=C/c1ccco1
→ 1, 18
> CC(=O)c1cccc(OCC(=O)N(C)CC(=O)NCc2ccco2)c1
→ -3, -2
> Cc1nc(CC(=O)NNS(=O)(=O)c2cccc(Cl)c2Cl)cs1
→ -2, 4
> CCN(CC)CCNC(=O)/C(=C/c1cn(CC)c2ccccc12)NC(=O)c1cc(OC)c(OC)c(OC)c1
→ -16, 31
> O=C(Nc1ccc2c(c1)CCC2)c1cnc(Cl)c(Cl)c1
→ -26, 28

# Record cards (already shown). Order of screens: OX1R antag-1 | OX1R antag-2
# `O=C(CCN1C(=O)COc2ccccc21)NCc1cccnc1` in the list: 2 | 2
# `Cc1nc(CC(=O)NNS(=O)(=O)c2cccc(Cl)c2Cl)cs1` in the list: -2 | 4
# `O=C(Nc1ccc2c(c1)CCC2)c1cnc(Cl)c(Cl)c1` in the list: -26 | 28
# `CCN(CC)CCNC(=O)/C(=C/c1cn(CC)c2ccccc12)NC(=O)c1cc(OC)c(OC)c(OC)c1` in the list: -16 | 31
# `Cc1ccc(C(=O)Nc2ccc(S(=O)(=O)NCc3ccco3)cc2)cc1` in the list: 7 | 11

# Further compounds.
# Each structure is followed by: OX1R antag-1, OX1R antag-2
> CCN(CC)c1ccc(/C=N/N2CCN(Cc3cccc4ccccc34)CC2)c(O)c1
→ -12, 3
> O=C(NC(=S)Nc1ccc(CN2CCOCC2)cc1)c1ccccc1[N+](=O)[O-]
→ -12, 6
> CC[C@@]1(C(=O)OC)N[C@H](CN(C)C(=O)c2ccc(C)cc2)[C@@H]2C(=O)N(C)C(=O)[C@@H]21
→ -3, 5
> Cc1cccc(NC(=S)N(CCCN2CCCC2)Cc2cccn2Cc2ccc(Cl)cc2)c1
→ -22, 14
> Nc1nc(Nc2ccccc2)nc(NCc2ccco2)c1[N+](=O)[O-]
→ -43, 26
> O=[N+]([O-])c1ccc(Cl)c(C[n+]2cccc3ccccc32)c1
→ -7, 31
> Oc1ccccc1N1CCN(Cc2ncc(-c3ccccc3)o2)CC1
→ -15, 15
> CC1CCN(C(=O)c2ncn(C)c2C(=O)N2CCC(C)CC2)CC1
→ -5, 12
> CCOC(=O)C1=C(CS(=O)(=O)c2ccc(F)cc2)NC(=O)NC1c1ccc(O)c(O)c1 (configuration not stated)
→ -14, 2
> CCCNC(=O)Cn1c(=O)oc2cc(S(=O)(=O)N3CCCC3)ccc21
→ -4, 13
> Cc1cccc(C)c1NC(=O)CCn1cnc2ccccc2c1=O
→ -4, 4
> CC(C)(C)C(=O)Nc1nnc(-c2ccncc2)o1
→ -3, 14
> CC1Sc2ccc(S(=O)(=O)CCC(=O)N3CCN(c4cccc(Cl)c4)CC3)cc2NC1=O (configuration not stated)
→ 13, 14
> CCN(CC)c1nc(Nc2ccc([N+](=O)[O-])cc2)nc(N(CC)CC)n1
→ -48, 23
> CCOC(=O)c1cccc(NC(=O)c2ccccc2C)c1
→ -35, 16
> O=C(Cc1ccccc1)NC1CCN(Cc2ccccc2)CC1
→ 1, 6
> c1ccc(Cc2nnc3sc(-c4ccco4)nn23)cc1
→ -24, 11
> Cc1cc(C)c(C#N)c(Nc2ccccc2C)n1
→ -4, 6
> Clc1ccc(Oc2nc(N3CCOCC3)nc(N3CCOCC3)n2)c(C2CCCCC2)c1
→ 8, 10
> Cc1ccc(-c2nc(CS(=O)CC(=O)NC3CCC(C)CC3)c(C)o2)cc1 (configuration not stated)
→ -45, 6

# Next section, starting with the last 4 of the part before.
# Each structure is followed by: OX1R antag-1, OX1R antag-2
> c1ccc(Cc2nnc3sc(-c4ccco4)nn23)cc1
→ -24, 11
> Cc1cc(C)c(C#N)c(Nc2ccccc2C)n1
→ -4, 6
> Clc1ccc(Oc2nc(N3CCOCC3)nc(N3CCOCC3)n2)c(C2CCCCC2)c1
→ 8, 10
> Cc1ccc(-c2nc(CS(=O)CC(=O)NC3CCC(C)CC3)c(C)o2)cc1 (configuration not stated)
→ -45, 6
> Cc1nnsc1-c1onc(C)c1C(=O)O/N=C/c1ccc(Cl)cc1
→ -4, 6
> Clc1c(-c2ccccc2)nc2ccccn12
→ -4, 39
> CCOC(=O)C1CCCN(Cc2nc(N)nc(Nc3ccc(OC)cc3)n2)C1 (configuration not stated)
→ -15, 17
> O=C(Nc1ccc(Br)cc1)C1CCC(=O)N1Cc1ccccc1Cl (configuration not stated)
→ -4, 16
> Cc1nn(C)c(C)c1CN(C(=O)C1CCC(=O)N(C2CCCCCC2)C1)C(C)C (configuration not stated)
→ 1, 10
> Cc1c(/C=N\NC(=O)C2(C)CC2(Cl)Cl)cnn1C (configuration not stated)
→ 6, 31
> COc1ccc(CNC(=O)Cn2nc([N+](=O)[O-])cc2C)cc1
→ -10, 7
> COc1cc(/C=C(\C#N)C(=O)NCC2CCCO2)cc(OC)c1OC (configuration not stated)
→ -7, 28
> Nc1ncnc2c1ncn2CCOc1ccccc1
→ -4, 12
> COC(=O)c1cccc(NC(=O)COc2cccc([N+](=O)[O-])c2)c1
→ -10, 16
> CCCCC(=O)Nc1ccc(S(=O)(=O)N2CCCCC2c2cccnc2)cc1 (configuration not stated)
→ -7, 9
> Cc1cccc(N2CCN(C(=O)CCNS(=O)(=O)c3ccc4c(c3)oc(=O)n4C)CC2C)c1 (configuration not stated)
→ -26, 19
> CN1c2ccccc2Sc2cc(N)ccc21
→ -3, 16
> O=C(CCSc1nnc(-c2ccncc2)o1)Nc1ccccc1Cl
→ -14, 9
> O=C(O)C1CCCN(S(=O)(=O)c2ccc(Br)cc2)C1 (configuration not stated)
→ -3, 1
> O=C(Nc1ccc(N2CCOCC2)cc1)c1cc(-n2cnnc2)ccc1Cl
→ -7, 7
> O=C(N/N=C/c1cccnc1)c1ccc(O)cc1
→ -3, -1
> COc1ccccc1C(=O)Nc1ccon1
→ -1, 10
> O=C(Nc1cccc([N+](=O)[O-])c1)c1cccc(C(=O)Nc2cccc([N+](=O)[O-])c2)c1
→ -3, 11
> CCOc1ccccc1NC(=O)COC(=O)Cc1ccsc1
→ -3, -2
> COc1cccc(OC)c1NC(=O)CN1CCC(NC(=O)c2cccc(F)c2)CC1
→ -13, 16
> Cn1c(Nc2ccccc2)nc2ccccc21
→ -15, 12
> O=C(N/N=C/c1cc2c(c([N+](=O)[O-])c1)OCO2)c1ccncc1
→ -8, 54*
> CCOC(=O)c1ccccc1NS(=O)(=O)c1c(C)nc2sccn2c1=O
→ -19, 6
> CCC1(c2ccccc2)NC(=O)N(CC(=O)NC2CCCCCC2)C1=O (configuration not stated)
→ -5, 6
> CC(C)(C)c1cc(Cl)ccc1OCCn1ccnc1
→ -19, 4
> Cc1ccc2cccc(O)c2[n+]1[O-]
→ -2, 53*
> Cc1cc(C)n(CC(=O)NC2CCCCC2)n1
→ -10, -2
> CCOc1ccc(CN(C)C(=O)[C@H](C)NC(=O)c2ccco2)cc1OC
→ -4, 22
> COCCNCCCCOc1c(Cl)cc(C)cc1Br
→ -11, 16

# Next section
Compound,OX1R antag-1,OX1R antag-2
CC(Sc1ccccc1)C(=O)N/N=C/c1ccccc1 (configuration not stated),-14,46
CC1CC(C)CN(CCCNC(=O)c2ccc3c(c2)ncn3C2CCCC2)C1 (configuration not stated),-30,14
Cc1ccccc1OCCOC(=O)c1ccc(S(=O)(=O)N2CCCC2)cc1,11,9
CCOC(=O)c1ccc(Nc2nc(C(=O)OCC)nc3ccccc23)cc1,-5,35
CCC1(c2ccccc2)NC(=O)N(CC(=O)Nc2ccc(Cl)c(S(=O)(=O)N3CCCCC3)c2)C1=O (configuration not stated),-23,7
CCOc1cc(C(=O)CCC(=O)OCC(=O)NC(=O)NCC(C)C)ccc1O,-17,15
CCN(C(=O)CSc1nnc(C(C)N(C)C)n1-c1ccc(F)cc1)C1CCS(=O)(=O)C1 (configuration not stated),-8,-1
CSc1nc(O)c(C(c2ccc(F)cc2)c2c(O)nc(SC)[nH]c2=O)c(=O)[nH]1,-7,4
CCOC(=O)CSc1nnc(CNC(=O)c2cccc(C)c2)n1C,-1,16
Cn1c(N)c(C(=O)CSc2nnc(C3CC3)n2-c2ccccc2)c(=O)[nH]c1=O,-7,3
O=C(CN1CCCCC1)NC(=O)NC1CCCCC1,-22,0
CCN(CC(=O)Nc1c(F)cccc1F)C(=O)CCSc1ccc(F)cc1,-12,14
O=C(c1ccccc1)c1cccc(C(=O)c2ccccc2)c1,-1,10
COc1cc2c(cc1OC)C(C(C)C)=NC(C)(C)C2,-1,13
Cc1ccc(S(=O)(=O)N(C)C)cc1NC(=O)C(C)OC(=O)C1CCC1 (configuration not stated),-24,2
COc1ccc(N=Cc2cc(Cc3ccccc3Cl)cc([N+](=O)[O-])c2O)cc1OC,-10,10
CN(C)c1cc[n+](CC(=O)Nc2cc(C(F)(F)F)ccc2Cl)cc1,-1,2
CCn1cnc2cc(NCc3ccc(Cl)cc3)ccc21,-14,0
c1ccc(CN2CCC(Nc3nc(-c4ccccc4)nc4ccccc34)CC2)cc1,-11,1
CC(C)(C)C(Cn1ccnc1)NC(=O)c1ccc2nc(C3CC3)oc2c1 (configuration not stated),-11,7
COC(=O)C1CCCN1S(=O)(=O)c1ccccc1NC(=O)c1cc(OC)c(OC)c(OC)c1 (configuration not stated),-18,3
Cc1ccc(C2/C(=C(/O)c3ccc(Cl)cc3)C(=O)C(=O)N2CC2CCCO2)o1 (configuration not stated),-20,15
CC(NC(=O)COC(=O)C12CC3CC(CC(Br)(C3)C1)C2)c1ccccc1 (configuration not stated),14,12
CCN(CC)S(=O)(=O)c1ccc(C(=O)NNC(=O)c2csc(N3CCOCC3)n2)cc1,-8,9
O=C(O)CCSCC(=O)c1ccc2c(c1)OCCO2,10,16
Cc1ccc(C(C)C)c(OCc2ccc(C(=O)N/N=C/c3cccc(O)c3O)cc2)c1,-7,11
Cc1ccc(S(=O)(=O)N2CCCCC2)cc1C(=O)N1CCCCCC1,-18,2
O=C(Nc1ccccc1C(=O)N1CCOCC1)c1ccc(Br)cc1,-23,8
CC(C)c1nnc(NC(=O)c2cccc(-n3cnnn3)c2)s1,5,4
CCc1ccc(NC(=O)COC(=O)CCc2nc3cc(S(=O)(=O)N(CC)CC)ccc3n2C)cc1,-51,3
Cc1noc(NS(=O)(=O)c2ccc(NC(=O)CSc3nc4c(cc3C#N)CCCC4)cc2)c1C,-5,15
Cc1cccc(C(O)(C(=O)NNc2ccc3ccccc3n2)c2cccc(C)c2)c1,-20,15
CCn1ccc2c(OCC(=O)NCCc3ccc(OC)c(OC)c3)cccc2c1=O,-35,6
COc1ccc2c(c1)c(N=O)c(O)n2C,-9,58
Cc1cc(C)nc(N2N=C(C(F)(F)F)CC2=O)n1,-12,-1
Nc1nc(N)c2cc(Sc3ccc4ccccc4c3)ccc2n1,-1,1
CCOc1cc(S(=O)(=O)N2CCCCC2)ccc1Cl,-31,15
Cc1ccc(CNS(=O)(=O)c2ccc(CN3C(=O)c4cccnc4C3=O)cc2)o1,-9,16
O=C(NCCc1c[nH]c2ccccc12)C(=O)NCC1OCCCN1S(=O)(=O)c1cc(F)ccc1F (configuration not stated),-12,33
Cc1ccc(OCC(=O)Nc2ccc(-c3nc4ncccc4o3)cc2)c(C)c1,-24,5
Cn1c(SCc2c(F)cccc2Cl)nnc1-c1cccs1,-21,11

# Screening data: PubChem, The Scripps Research Institute Molecular Screening Center
